# SMARCA2 activ: activators of SMARCA2 function. MG213 cells, MMTV-luciferase reporter, dexamethasone, overnight. activation, % at 9.1 µM. hit rate 1% among 370,000; in the data active = activation above about 7.8%;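 note: 0% = vehicle wells and 100% = reference activator wells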
# hcDAF-12 act: H. contortus DAF-12 activation, primary screen; activation, % at 6.8 µM; HEK293 hcDAF-12 lit1-tk-luc reporter, luminescence; 0% DMSO, 100% Δ7-dafachronic acid; hit rate 1.4% among 370,000;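 active = activation above the mean of all tested compounds plus 3 SD, cut at about 5.5% in these data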;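 note: 100% = response to 3 µM Δ7-dafachronic acid high control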
# ssDAF-12 act: S. stercoralis DAF-12 activation, primary screen; HEK293 ssDAF-12/GRIP1 lit1-tk-luc reporter, luminescence; % of 3 µM dafachronic acid response; hit rate 1% among 370,000; AID 652126; activation, % at 6.8 µM;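 active = activation above the mean over all tested compounds plus 3 SD, cut at about 0.9% in these data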;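 note: 0% = DMSO-only wells and 100% = 3 µM delta7-dafachronic acid wells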
# hgDAF-12 ag: agonists of H. glycines DAF-12 nuclear receptor; HEK293 GAL4-hgDAF12 UAS-luciferase reporter, agonist luminescence; normalized to butyrate control; activation, % at 6.8 µM; hit rate 1.8% among 370,000; AID 687014;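 active = activation above a cutoff set at the mean of all screened compounds plus 3 SD, cut at about 10% in these data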;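 note: 0% = DMSO wells and 100% = sodium butyrate wells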
# MBD2 DNA inh: inhibitors of human MBD2 binding to methylated oligonucleotide | hit rate 0.31% among 370,000 | inhibition, % at 4.4 µM | TR-FRET | Q9UBB5; in the data active = inhibition above about 13%
# Target sequence (Q9UBB5 whole entry, looked up): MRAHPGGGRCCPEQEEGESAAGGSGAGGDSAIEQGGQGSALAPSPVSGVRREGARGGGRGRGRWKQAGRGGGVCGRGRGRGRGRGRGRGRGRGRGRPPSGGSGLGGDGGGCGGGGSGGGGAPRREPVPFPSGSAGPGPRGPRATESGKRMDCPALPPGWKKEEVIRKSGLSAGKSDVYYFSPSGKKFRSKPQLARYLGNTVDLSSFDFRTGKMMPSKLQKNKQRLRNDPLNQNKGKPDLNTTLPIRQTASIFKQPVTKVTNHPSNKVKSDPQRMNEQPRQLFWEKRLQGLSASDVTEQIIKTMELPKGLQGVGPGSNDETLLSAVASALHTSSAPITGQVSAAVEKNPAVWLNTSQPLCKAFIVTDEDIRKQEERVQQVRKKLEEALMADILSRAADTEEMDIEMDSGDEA
# ADAM17 inh: inhibitors of human ADAM17; hit rate 0.83% among 370,000; inhibition, % at 6.95 µM; recombinant ADAM17, EDANS/DABCYL FRET peptide cleavage;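 active = inhibition above the mean of compounds lying between control limits plus 3 SD, set per campaign, cut at about 8.5% in these data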;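 note: 0% = DMSO-only wells as the low control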
# PLCb3 inh: PLC-beta3 (human) inhibition, primary screen; Purified PLC-beta3, fluorogenic substrate, fluorescence; inhibition, % at 12.2 µM; hit rate 0.18% among 370,000; in the data active = inhibition above about 11%;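 note: 0% = median of compound wells on plate and 100% = full blocker control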
# Rev-erbA mod: Rev-erb alpha (human) modulation. P20393. activity, % at 10 µM. hit rate 0.79% among 370,000. Rev-erbα–FITC-DNA binding, fluorescence polarization, 90 min;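 active = activity above about 14%, limit read from the data; passing the limit was not always enough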;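 note: 0% = DMSO wells with 35 nM protein and 100% = DMSO wells with 750 nM protein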
# DAX1 inh-1: DAX1 (NR0B1) inhibition, primary screen; HEK293T StAR-luciferase reporter, SF-1/DAX-1 repression relief; inhibition, % at 6.8 µM; hit rate 1.1% among 370,000; AID 652010;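 active = inhibition above the mean over all tested compounds plus 3 SD, cut at about 3.6% in these data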;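 note: 0% = DAX-1 cells with DMSO and 100% = cells lacking DAX-1 with DMSO; higher inhibition means more luminescence from relief of DAX-1 repression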
# DAX1 inh-2: inhibits human nuclear receptor DAX1; hit rate 0.99% among 340,000; P51843; HEK293 Gal4-DAX1 luciferase reporter, luminescence; inhibition, % at 6.75 µM; AID 504766;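 active = inhibition above the mean over all tested compounds plus 3 SD, cut at about 4.2% in these data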;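 note: 0% = DAX1-transfected cells with DMSO and 100% = empty-vector control cells with DMSO; inhibition shows as a rise in luminescence from relieved DAX1 repression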
# Target sequence (P51843 207-470 limits assumed): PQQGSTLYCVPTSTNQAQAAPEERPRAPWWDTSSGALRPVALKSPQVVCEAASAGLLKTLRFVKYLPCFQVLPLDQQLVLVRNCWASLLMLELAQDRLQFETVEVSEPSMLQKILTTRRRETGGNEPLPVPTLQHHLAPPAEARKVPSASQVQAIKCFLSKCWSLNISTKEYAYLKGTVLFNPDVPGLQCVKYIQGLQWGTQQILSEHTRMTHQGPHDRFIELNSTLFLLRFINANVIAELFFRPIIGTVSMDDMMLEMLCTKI
# PLCg1 inh: blocks human PLC-gamma1 enzyme activity; P19174; purified PLC-gamma1, fluorogenic substrate, fluorescence; inhibition, % at 12.2 µM; hit rate 0.84% among 370,000; in the data active = inhibition above about 9.5%
# * = called active by the depositor; / = not tested or not shown.
# Every second line gives: PLCb3 inh, ssDAF-12 act, hgDAF-12 ag, DAX1 inh-1, DAX1 inh-2, Rev-erbA mod, MBD2 DNA inh, hcDAF-12 act, SMARCA2 activ, ADAM17 inh, PLCg1 inh
Cc1ccc2[nH]c(=O)cc(C(=O)OCC(=O)c3ccccc3)c2c1
  -87, 0.5, -2.5, 0.0, 0.2, 3, 2, -0.2, -2, -16, -76
O=C(NCc1ccccc1Cl)C1CCN(S(=O)(=O)c2cccs2)CC1
  -7, -1.8, 1.0, -0.1, -1.2, 0, 4, -2.4, -2, -4, 1
O=C(CN(C(=O)CSc1nc2ccccc2o1)c1ccccc1F)NC1CCCCC1
  1, -0.7, 0.8, 0.6, 0.6, -1, 4, 2.1, -2, -1, 1
Cc1cc(N(CC(=O)NC(C)C)S(C)(=O)=O)ccc1Br
  1, -1.2, 0.2, -0.7, 0.3, -4, 4, -1.3, -3, -8, -5
COCCN1C(=O)C(O)=C(C(C)=O)C1c1ccc(F)cc1 (stereo not given)
  -1, -1.0, -1.3, -0.3, -0.2, 2, -2, -1.2, 1, -6, 0
COc1ccc(-c2nnc3n(CCc4ccccc4)c(=O)c4ccccc4n23)c(OC)c1
  2, -1.3, 1.8, 0.0, -0.6, 1, 5, -2.5, 2, 3, 4
CCCN1C2CCCC1CC(NC(=O)c1ccccc1OCC)C2 (stereo not given)
  1, 0.9*, 3.3, 1.9, 0.7, -3, 3, 4.6, 6, -3, 2
O=C(Nc1nncs1)C12CC3CC(CC(C3)C1)C2
  -1, -0.1, -1.8, 0.0, -1.7, -6, 2, -1.7, -3, 0, 7
COc1cc(C(=O)OC(C)C(=O)NC2CCCCC2C)c([N+](=O)[O-])cc1OC (stereo not given)
  3, -0.7, -2.4, -0.6, -0.3, -5, -1, -2.5, -3, 0, 3
O=C(CCn1nc(-c2ccccc2)c2ccccc2c1=O)NCC1CCCO1 (stereo not given)
  5, -1.0, 0.9, -0.4, -0.9, -3, 2, -2.4, -2, 0, -3
COc1ccccc1OCc1ccc(C(=O)NC(C)c2ccccc2)o1 (stereo not given)
  -2, -0.8, -1.9, 0.0, -0.9, -1, 0, 1.3, 1, 1, 2
C[C@H]1CN([C@@H](C)CO)C(=O)CCCn2cc(nn2)CO[C@@H]1CN(C)C(=O)Nc1ccc(-c2cccs2)cc1
  -31, -1.1, -0.3, 0.5, /, 5, -1, -0.9, -6, -1, -18
CN1CCN(CCC(=O)N/N=C/c2cc3c(cc2[N+](=O)[O-])OCO3)CC1
  -8, -0.9, 0.3, -2.2, -0.4, -3, -2, -0.5, 4, -6, -2
CCCc1nnc(NC(=O)C(CC)OC(=O)c2cc(C)nc3ccccc23)s1 (stereo not given)
  -1, -0.6, 2.2, -0.4, -1.4, 0, 1, -0.2, -5, -2, -1
CCN(CC)CCNC(=O)/C(=C\c1cccn1C)NC(=O)c1cccs1
  7, -1.5, 0.6, 0.5, -0.3, 2, -4, 0.2, -3, 4, 3
CC(C)C[C@@H](CCCc1ccccc1)CCC(=O)N(c1ccccc1)c1ccccc1
  2, -1.7, -2.5, -0.7, /, 7, 2, -2.1, -4, -4, -2
COc1ccc(NC(=S)NCc2ccc(F)cc2)c(OC)c1
  -3, -1.2, 0.0, -0.3, 0.5, 0, 2, -0.6, -1, -2, -1
O=[N+]([O-])c1ccc2[nH]c(O)c(N=NC(=S)NCC3CCCO3)c2c1 (stereo not given)
  4, -0.2, 1.2, 0.3, -0.6, 1, -6, 3.2, -3, 0, 1
C#CCN1CCc2onc(-c3ccccc3OC)c2C1=O
  0, -0.8, 4.1, 1.0, /, -8, 7, 3.4, -3, -2, 1
O=C(O)CC(SCC(=O)Nc1ccc(S(=O)(=O)N2CCCC2)cc1)C(=O)O (stereo not given)
  -5, -1.9, -1.6, 0.3, -0.2, 3, -3, -1.5, 1, -3, -4
O=C(Cc1ccccc1F)Nc1nc(-c2ccc(F)c(F)c2)cs1
  -3, -1.6, 3.2, -0.6, -1.6, 3, -6, 3.1, -1, 7, 2
Cc1ccc(-n2c(C)nnc2SCC(=O)NC2CCCC2)cc1
  -6, -1.5, 1.6, -0.5, 0.9, -4, 3, -0.5, 2, 0, -2
N#C/C(=C\c1ccc(OC(=O)c2ccc(Cl)s2)cc1)c1nc2ccccc2[nH]1
  -29, 0.1, 3.2, -0.3, 0.2, -18, 0, 1.4, -4, -9, -21
O=C(CN(Cc1ccco1)C(=O)CNS(=O)(=O)c1ccc(F)cc1)NCCc1ccccc1
  3, -1.2, -2.4, -0.2, 0.1, -7, 1, -1.4, 1, -4, 1
Cc1ccccc1NC(=O)CCNS(=O)(=O)c1ccc2[nH]c(=O)oc2c1
  -170, -0.7, -0.7, 0.2, 0.5, -2, 2, -1.5, 3, -2, 3
COc1ccc(CN2CCNC(=O)C2CC(=O)NC2CCCCCC2)c(F)c1 (stereo not given)
  -14, -0.7, -1.1, -1.0, -1.1, -4, 1, -1.2, 0, -5, -11
O=C(CCc1nnc(Cc2c[nH]c3ccccc23)o1)NCCC1CCCCO1 (stereo not given)
  -2, 0.4, 5.8, 0.1, 1.1, 3, -4, 6.8*, 5, -1, 0
CCCOc1ccc(/C(O)=C2/C(=O)C(=O)N(CCOC)C2c2cccnc2)cc1 (stereo not given)
  1, -1.4, 1.3, -0.2, /, -4, -5, -1.7, 0, -1, -1
Cc1ccc2c(c1)C1CN(C)CCC1N2C(=S)Nc1ccc(OC(F)F)cc1 (stereo not given)
  -8, -1.5, -1.9, -1.4, 0.0, 5, 7, 0.5, 1, -4, 0
Cc1nc2ccc(C(=O)OCC(=O)N(C)c3ccccc3)cc2nc1C
  4, -1.0, -1.9, -0.9, 0.2, -4, 0, -1.0, 0, -1, 3
COc1ccc(-c2nc(-c3ccccc3)ncc2S(C)(=O)=O)cc1
  -1, -1.0, -5.0, -0.5, -0.5, 3, 3, -0.7, -1, 0, 1
COc1ccc(S(=O)(=O)N2CCCCC2c2cc(C(=O)Nc3ccc(OC)cc3C)no2)cc1 (stereo not given)
  8, -1.8, -4.5, -1.1, /, -5, -3, -2.2, -1, 2, 8
CN(C)S(=O)(=O)c1cccc(NC(=O)C2CCCN(C(=O)c3ccc(Cl)cc3)C2)c1 (stereo not given)
  0, -1.9, -5.9, -2.0, -1.5, 5, -3, -2.2, -4, 0, 1
COc1ccc(C(=O)N/C(=C\c2ccc3c(c2)OCO3)C(=O)Nc2cccc(C(=O)O)c2)cc1
  -10, -1.4, 1.7, -0.2, 2.2, 2, 2, -1.6, -1, -2, -5
Cc1nc(NC(=O)CN2CCOCC2)sc1C(=O)N(C)C
  -8, -1.1, -2.5, 0.3, 0.0, 4, 2, -0.6, -1, -1, -5
COC(=O)c1nc[nH]c1C(=O)OC
  -9, -0.3, 0.7, -0.6, 3.5, 3, 4, -0.6, -3, -6, -2
CC1=CC2=NC(=O)/C(=C\c3cccn3CCOc3cccc(C)c3)C(=N)N2O1
  0, -1.2, -1.2, -0.5, -1.7, 2, 0, -1.9, -2, 8.7*, 2
COc1ccc(-c2nc(CS(=O)(=O)CC(=O)NCCCN3CCOCC3)c(C)o2)cc1
  -4, -0.8, 0.8, 0.1, 0.1, -3, 4, 0.0, -2, 2, 3
COc1cc2[nH]c(=O)n(CCCCCC(=O)NCCCN3CCC(C)CC3)c(=O)c2cc1OC
  -1, -1.5, 0.4, 0.4, -2.1, 5, -8, 1.4, -1, -8, -2
O=C(Nc1cccc(NC(=S)NC(=O)c2cccs2)c1)c1ccccc1
  1, -0.6, -2.0, -0.7, -0.2, 2, 7, -0.7, -4, -2, 1
COc1ccc(NC(=O)NN2CCN(C)CC2)cc1
  -3, -1.2, 1.7, 3.2, 1.5, 0, -9, -0.8, 1, 1, -1
CCCC(=O)N1CCN(c2ccc(NC(=O)c3ccc4c(c3)OCCO4)cc2)CC1
  -2, -1.2, -2.6, 0.4, -1.9, -1, 3, -2.5, -4, 5, 3
COC(=O)c1cc(S(=O)(=O)n2nc(C)c(Br)c2C)c(Cl)cc1Cl
  4, -1.2, -1.1, -0.7, 1.4, 4, 2, -1.0, 1, -1, 2
C=CCN(Cc1cc(OC)ccc1OC)S(=O)(=O)N(C)C
  2, -1.4, -1.6, -0.4, -0.1, 3, -1, -1.8, 0, 3, 6
Cc1ccccc1OCC(=O)OCC(=O)c1ccc[nH]1
  -1, -0.7, -0.5, 3.0, 0.1, -1, 0, -1.7, -1, 6, 5
CCN(CC(=O)NCc1cccs1)C(=O)c1cccc(S(=O)(=O)Nc2ccccc2OC)c1
  -6, -0.7, -0.7, 1.2, 0.3, 1, -1, -1.7, 3, -1, 2
Cc1cc(Nc2ccccc2C(=O)O)n(-c2cccc(Cl)c2)n1
  -5, -1.4, 3.1, 0.4, -1.4, -8, -2, -0.3, -4, -2, -1
Cc1ccc(C(=O)NCCCN2CCOCC2)cc1
  1, -1.1, 3.0, 1.1, 1.0, 4, -3, -0.9, 2, -3, 2
COc1ccc(-c2ccc(CCC(=O)O)n2-c2ccccc2O)cc1
  -41, -0.6, 3.3, -0.3, 0.6, 0, -6, 1.1, 7, -8, -17
CCN(CC)C(=O)c1cnn(-c2ccccc2)c1NC(=O)c1cccs1
  2, -1.0, -0.3, 0.1, 1.1, 6, -3, -0.1, 2, 2, 3
Cc1cc(C)c(NC(=O)CCN2CCN(Cc3ccccc3)CC2)c(C)c1
  2, -1.0, -1.8, -0.3, 1.4, 0, -6, 0.1, 1, -2, 1
CC1(CC(=O)N/N=C/c2cc(Br)c(O)cc2O)OCCO1
  -54, -1.6, 0.1, 1.5, -0.2, -3, 0, -0.9, -4, -14, -14
C=CCNC(=O)C1(c2ccccc2)CC1(Cl)Cl (stereo not given)
  2, -1.1, -1.7, 0.0, -0.1, -5, 0, -0.2, -2, -1, -1
CCOc1ccc(NC(=O)Nc2cccnc2)cc1
  5, -0.6, 7.3, 1.0, 2.1, -1, -4, 1.0, 2, 3, 2
O=C(c1ccc2oc(CCc3ccccc3)nc2c1)N1CC[C@H](O)C1
  -2, -0.1, 7.1, 2.6, 1.6, 7, 0, 1.9, 4, 4, 5
CC(=O)c1ccc(NCC(=O)N2CCN(c3ccccc3)CC2)cc1
  0, -1.8, -2.6, -2.1, -1.2, 2, 0, -3.5, -1, -1, 2
O=C(NC1CCCCN(Cc2cccc(Cl)c2)C1=O)c1cccc2nsnc12 (stereo not given)
  0, -1.2, -1.8, -0.1, /, 2, 0, 0.6, -1, 2, -1
Cc1nn(-c2ccccc2)c(C)c1CN(C)C(=O)c1ccc(S(=O)(=O)NCc2ccco2)cc1
  -4, -1.4, -0.9, 0.9, 0.0, -4, 0, -0.4, -1, -2, 3
O=C(CN1C(=O)CCS(=O)(=O)c2ccccc21)Nc1cccc(F)c1
  1, -0.6, -1.8, -0.1, 0.7, 9, 4, -2.2, -3, -1, 0
Cc1c(NC(=O)c2ccc(=O)oc2)c(=O)n(-c2ccccc2)n1C
  -16, -1.3, 0.2, -0.5, 0.8, 0, -2, 0.6, -3, -13, -12
O=C(CCC(=O)Nc1ccccc1)N/N=C/C=C/c1ccccc1
  0, -1.1, -3.0, -0.2, 0.3, -2, -1, -1.2, 0, 3, 3
CSc1n[nH]c(NC(=O)c2c(-c3c(Cl)cccc3Cl)noc2C)n1
  1, -0.1, 1.4, 1.1, 1.5, -2, -1, 0.1, 2, -1, 4
